# From PubChem
# KLK7 zymogen act: proKLK7 (human) activation, primary screen. 0.9% of 370,000 active. P49862. purified proKLK7, EDANS-DABCYL substrate fluorescence; 100% is mature enzyme control, 0% vehicle. activation, % at 7 µM;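 active = activation above the mean of all tested compounds plus 3 SD, computed per campaign excluding outliers beyond control limits, cut at about 13% in these data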
# SIAE primary: inhibitors of human sialic acid acetylesterase SIAE. Q9HAT2. AID 1053197. SIAE FP-Rh probe binding, fluorescence polarization. inhibition, % at 9.66 µM. 0.69% of 370,000 active;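 active = inhibition above a cutoff: mean of compounds within the control limits plus 3 SD of those, cut at about 17% in these data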;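 note: 0% = plate median of compound wells and 100% = probe without SIAE protein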
# LEDGF integ inh: blocks HIV-1 LEDGF/p75-dependent DNA integration | inhibition, % at 3.7 µM | TR-FRET IN-LEDGF/p75 DNA integration, Eu/Cy5 | 0.64% of 370,000 active;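 active = inhibition above the screen-wide mean plus 3 SD, cut at about 13% in these data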;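 note: signal is the Cy5 over europium emission ratio at 671 and 618 nm; 0% = plate median of compound wells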
# UHRF1 binding: human UHRF1 methylated DNA binding inhibitors. UHRF1 binding to methylated oligo, TR-FRET. inhibition, % at 4.4 µM. 0.75% of 370,000 active. AID 687016; in the data active = inhibition above about 21%;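 note: UHRF1 SRA domain binding a hemimethylated CpG hairpin DNA probe; 0% = median of test compound wells and 100% = reference inhibitor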
# TCR CD3 inh: inhibitors of human TCR-CD3 interaction. 0.37% of 360,000 active. inhibition, % at 9.4 µM. TAMRA-labeled TCR probe fluorescence, biochemical. AID 651800; in the data active = inhibition above about 19%;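 note: recombinant mutant TCR 2C K166C tagged with TAMRA read by polarization; 0% = receptor in buffer alone and 100% = receptor with positive control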
# MBD2 DNA inh: inhibitors of human MBD2 binding to methylated oligonucleotide. Q9UBB5. TR-FRET. inhibition, % at 4.4 µM. 0.31% of 370,000 active; in the data active = inhibition above about 13%
# Target sequence (Q9UBB5 whole entry, looked up): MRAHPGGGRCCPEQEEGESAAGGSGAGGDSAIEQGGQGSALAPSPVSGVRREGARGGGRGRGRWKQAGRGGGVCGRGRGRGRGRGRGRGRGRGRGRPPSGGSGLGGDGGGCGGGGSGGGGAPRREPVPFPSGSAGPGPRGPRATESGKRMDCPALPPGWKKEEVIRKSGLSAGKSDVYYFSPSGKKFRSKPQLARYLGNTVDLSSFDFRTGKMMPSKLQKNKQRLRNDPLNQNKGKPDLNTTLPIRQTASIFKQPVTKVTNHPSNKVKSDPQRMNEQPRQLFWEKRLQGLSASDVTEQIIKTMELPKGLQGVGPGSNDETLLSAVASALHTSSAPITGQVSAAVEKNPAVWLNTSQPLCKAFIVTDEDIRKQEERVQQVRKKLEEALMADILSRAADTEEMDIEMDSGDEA
# TDP2 absorb: TDP2 (human) inhibition, absorbance primary screen | recombinant TDP2, T5PNP hydrolysis, p-nitrophenol absorbance 415 nm | inhibition, % at 12.8 µM | 0.34% of 370,000 active;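 active = inhibition above the mean of all tested compounds plus 3 SD, set per campaign, cut at about 25% in these data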;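 note: 0% = DMSO with enzyme and 100% = buffer with substrate but no TDP2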
#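 test system = human TDP2 enzyme | input = TDP2 enzyme at 120 nM final | medium = 50 mM Tris-HCl pH 7.5 with Mg2+, KCl, DTT, BSA | also added = T5PNP substrate, 5 mM | times = 2 h at 37 °C | technique = epi absorbance | benchmarks = high control without enzyme, low control DMSO plus TDP2 | replication = each compound tested once, singlicate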
# PRMT1 inh: blocks human protein arginine methyltransferase 1 | 1.3% of 370,000 active | AID 652257 | inhibition, % at 2.79 µM | recombinant PRMT1, activity-based probe fluorescence polarization;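 active = inhibition above about 21% made by adding two undisclosed values, limit read from the data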
# DDE Tn7 FP inh: inhibitors of Tn7 peptide binding to human fibrin DD(E); inhibition, % at 8.3 µM; 0.13% of 370,000 active; FP displacement of FITC-Tn7 peptide from fibrin DD(E); 0% = median of compound wells per plate; P02675; AID 720508;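 active = inhibition above the mean of compounds falling within the control limits plus 3 SD of them, cut at about 14% in these data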;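 note: 0% = plate median of compound wells and 100% = 10 µM Aha-Tn7 peptide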
# Target sequence (P02675 whole entry, looked up): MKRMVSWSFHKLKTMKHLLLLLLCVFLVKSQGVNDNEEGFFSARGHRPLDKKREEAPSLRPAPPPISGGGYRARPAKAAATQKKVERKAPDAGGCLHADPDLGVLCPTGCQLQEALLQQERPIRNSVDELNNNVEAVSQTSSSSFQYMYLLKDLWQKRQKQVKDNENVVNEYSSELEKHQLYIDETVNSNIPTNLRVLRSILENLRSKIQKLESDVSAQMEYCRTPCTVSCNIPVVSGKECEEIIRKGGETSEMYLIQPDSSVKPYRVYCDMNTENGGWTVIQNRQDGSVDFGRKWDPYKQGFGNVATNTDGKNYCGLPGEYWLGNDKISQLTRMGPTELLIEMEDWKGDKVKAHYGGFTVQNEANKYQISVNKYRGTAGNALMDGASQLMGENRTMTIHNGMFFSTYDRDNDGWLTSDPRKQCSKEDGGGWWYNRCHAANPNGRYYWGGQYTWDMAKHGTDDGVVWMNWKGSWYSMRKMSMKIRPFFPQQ
#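 Measure: % inhibition scaled between sample-field median and high-control FP; Test system: human fibrin DD(E); Quantity: 2 µM final DD(E) protein; Doses: one dose, 8.3 µM nominal; Schedule: compound with protein 10 min, then 3 h after probe, room temperature; Detection: fluorescence polarization; Medium: Tris buffer with calcium and detergent, pH 7.8.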
# DDE Tn6 FP inh: disrupts Tn6 cyclic peptide binding to fibrin D-Dimer-E complex. inhibition, % at 8.3 µM. P02675. Fibrin DD(E) TRITC-Tn6 fluorescence polarization displacement. AID 720509. 0.21% of 370,000 active;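 active = inhibition above a per-campaign cutoff: mean of compounds within control limits plus 3 SD, cut at about 15% in these data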;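 note: 0% = median of all compound wells on the plate and 100% = blocking peptide control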
# Active calls of the source: *.
SMILES,KLK7 zymogen act,SIAE primary,LEDGF integ inh,UHRF1 binding,TCR CD3 inh,MBD2 DNA inh,TDP2 absorb,PRMT1 inh,DDE Tn7 FP inh,DDE Tn6 FP inh
COc1ccc(OC)c(C2C(C(=O)Nc3cccnc3)=C(C)NC3=C2C(=O)CCC3)c1 (stereo not drawn),2.3,-9,-3,5,4,0,-11,3,-4,-4
CCN1CCN(C(=O)CN(CC)S(=O)(=O)c2ccc(Cl)cc2)CC1,0.3,0,-3,2,-6,1,-7,-1,-1,-2
CC12CC3CC(C)(C1)CC(C(=O)NC(=S)N1CCCCC1)(C3)C2,0.5,8,6,1,-4,-6,-8,1,0,5
O=C(CCCSc1nc2ccccc2[nH]1)NCc1ccccc1Cl,0.0,-1,1,0,5,3,9,2,-11,-6
CCCCC(SCC(=O)Nc1ccccc1)C(=O)O (stereo not drawn),0.5,0,-2,-2,8,0,4,0,2,1
CCc1nc2ccc(C(=O)NCCCn3ccnc3)cn2c1N(C)Cc1nccs1,-0.2,-1,1,2,-6,4,-4,2,5,3
COC(=O)/C=C1\SC(=Nc2ccc(OC)cc2)NC1=O,-0.8,7,0,0,2,-1,5,1,-7,6
COc1ccccc1-c1nc(SCC(=O)Nc2ccccc2)n[nH]1,0.2,-9,4,-1,8,0,-3,-2,3,8
COc1cccc(CNC(=O)Cn2cc3c(n2)CCCCC3)c1,-0.3,8,-2,2,-5,2,-3,2,1,3
CCN(C(=O)C1CCCN1S(=O)(=O)c1ccc2c(c1)n(C)c(=O)c(=O)n2C)c1ccccc1 (stereo not drawn),-0.3,-3,2,2,-4,3,-13,12,1,-1
CN(c1ccccc1)S(=O)(=O)c1ccc(Cl)c(C(=O)Nc2ccccc2N2CCOCC2)c1,0.5,10,-1,-1,-2,2,15,0,0,1
Cc1nn(C)c(Cl)c1CN1CCN(CC(C)C)C(CCO)C1 (stereo not drawn),0.4,1,3,2,6,8,2,-4,-5,0
CCCCn1c(O)c(N=NC(=O)c2ccncc2)c2cc(Br)ccc21,-1.2,-5,3,-1,3,6,2,-2,4,-7
O=C(CCN1CCCC1)Nc1ccccc1,0.5,-4,1,6,-6,-1,-14,-2,-3,-9
CCOC(=O)C1CSCCS(=O)(=O)N1Cc1ccccc1F (stereo not drawn),0.1,1,1,2,2,2,4,1,1,3
Cc1cccc(C(=O)NCC(=O)OCc2nnc(-c3ccccc3)o2)c1,0.0,3,-1,1,2,-3,8,6,4,-6
CCC(C(=O)NC(C)(C)C)n1c(-c2ccc(C)cc2)nc2ccccc21 (stereo not drawn),0.1,6,-5,-1,1,0,1,-3,-1,-4
CCCN1C(=O)c2ccc(C(=O)Nc3ccc4c(c3)OCO4)cc2C1=O,0.2,2,6,-2,-14,-1,-2,0,-1,-3
CC(=O)CSc1nc2c(c(=O)[nH]c(=O)n2C)n1CCCc1ccccc1,-0.3,-3,-4,0,7,-3,-4,-2,-5,4
COc1ccc(-c2cn[nH]c2C)cc1OC,0.0,0,-1,-4,3,-1,-2,-4,-2,-1

# Some of these compounds in order of SMILES length, falling:
SMILES,KLK7 zymogen act,SIAE primary,LEDGF integ inh,UHRF1 binding,TCR CD3 inh,MBD2 DNA inh,TDP2 absorb,PRMT1 inh,DDE Tn7 FP inh,DDE Tn6 FP inh
Cc1cccc(C(=O)NCC(=O)OCc2nnc(-c3ccccc3)o2)c1,0.0,3,-1,1,2,-3,8,6,4,-6
Cc1nn(C)c(Cl)c1CN1CCN(CC(C)C)C(CCO)C1 (stereo not drawn),0.4,1,3,2,6,8,2,-4,-5,0
COc1ccc(-c2cn[nH]c2C)cc1OC,0.0,0,-1,-4,3,-1,-2,-4,-2,-1

# (list continues)
SMILES,KLK7 zymogen act,SIAE primary,LEDGF integ inh,UHRF1 binding,TCR CD3 inh,MBD2 DNA inh,TDP2 absorb,PRMT1 inh,DDE Tn7 FP inh,DDE Tn6 FP inh
O=C(Nc1cc(Cl)ccc1Cl)c1ccc(-c2ccccc2)cc1,0.3,2,7,-1,6,-7,-12,0,-5,1
C/C(CCC(=O)O)=N/Nc1ccc([N+](=O)[O-])cc1[N+](=O)[O-],-0.1,10,0,-6,-5,-2,1,5,4,-5
Cc1ccc(S(=O)(=O)N2CCN(c3ccc([N+](=O)[O-])c4cccnc34)CC2)cc1,-0.3,-6,1,-2,1,2,3,3,6,11
COC(=O)[C@H](C)N(Cc1ccc(Cl)c(Cl)c1)S(=O)(=O)CCN1CCCC1,0.6,3,-2,-1,2,1,8,-4,6,5
COc1ccc(CN2C(=O)c3cccnc3C2=O)cc1S(=O)(=O)N1CCOc2ccccc21,0.2,8,-3,4,-4,5,-12,4,1,-1
CCC(C)N(C(=O)CSc1nnc(-c2ccco2)n1C)C1CCS(=O)(=O)C1 (stereo not drawn),-0.1,-6,-3,6,-2,9,5,11,5,3
CC1=Nc2ccc(C)cc2/C1=C/c1c(N)n2c(S(=O)(=O)C(C)C)nsc2nc1=O,0.3,-34,1,-1,-6,0,-4,3,-9,-8
COc1ccc(OCCN(C)CC(=O)Nc2c(C)cccc2C)cc1,0.0,-2,2,0,-13,-3,-13,2,0,-1
CCCCCSc1nc2c(c(=O)[nH]c(=O)n2C)n1CCc1ccccc1,-0.1,6,2,1,-1,6,14,2,9,-7
COc1cc(C2C(C(C)=O)=C(O)C(=O)N2c2ccc(Br)cn2)ccc1O (stereo not drawn),0.5,-7,-4,2,-1,0,-4,7,7,-1
CC(=O)Nc1n[nH]c(-c2ccc(C)cc2)c1C,-0.4,-1,-1,-1,3,-5,6,-1,-5,0
COC(=O)CCSc1cc(NCCOC(C)=O)c([N+](=O)[O-])c2nonc12,0.3,-7,-1,-12,3,-10,6,2,-8,1
CCN(Cc1ccccc1)C(=O)CN1C(=O)c2ccccc2C1=O,-0.2,0,-1,1,0,-1,-9,-1,-1,-2
CC(=O)N/C(=C\c1ccccc1)C(=O)OCC(=O)NC1CCS(=O)(=O)C1 (stereo not drawn),-0.1,2,3,2,-6,-4,-12,-2,-1,10
C/C(CC(=O)Nc1ccc(Cl)cc1C(F)(F)F)=N\NC(N)=S,-0.5,3,-8,3,-16,2,-10,6,4,5
O=C(CCc1nc2ccccc2[nH]1)Nc1ccc2c(c1)OCCO2,0.4,-9,2,0,1,1,-9,1,-3,4
O=[N+]([O-])c1ccc(N/N=C/c2cccc(O)c2O)c(S(=O)(=O)N2CCOCC2)c1,-2.7,11,9,-1,-11,-8,-39,18,-1,-7
COc1cnn(-c2cccc(C)c2)c(=O)c1Cl,0.4,-2,1,0,3,-4,11,1,-4,-1
Cc1cccc(CCNC(=O)c2cc(S(=O)(=O)N3CCCCC3)c[nH]2)c1,0.5,9,3,2,-7,7,-7,7,-1,0
CC(C)(C)NC(=O)NC(=O)COC(=O)CNC(=O)C1CCCCC1,0.2,2,1,4,0,-4,-1,-5,2,6
O=C(c1ccc2ccccc2n1)N1CCN(S(=O)(=O)c2ccc(Cl)cc2)CC1,1.0,2,-1,0,0,-2,7,1,-3,8
Cc1cc(NC(=O)c2cccs2)ncc1NC(=O)C(C)(C)C,-0.4,-6,-1,3,-7,-3,-7,7,-1,1
Cc1cccc(C)c1NC(=O)CSc1nnc(-c2ccco2)n1N,-0.3,11,-2,0,6,5,-2,-1,-4,-4
NC(=O)c1ccsc1NC(=O)CCc1ccccc1,-0.2,0,-2,0,-3,2,11,1,-4,-4
CCCCN(C(=O)c1ccc(-c2ccc([N+](=O)[O-])cc2)o1)c1c(N)n(CCCC)c(=O)[nH]c1=O,-0.3,1,-2,2,0,-3,8,4,-2,8
CCOC(=O)C1=NNC(C(=O)OCC)C1C(=O)OCC (stereo not drawn),0.5,0,0,0,-4,4,5,-3,0,3
COc1ccc(N(CC(=O)N/N=C/c2ccccc2OC)S(=O)(=O)c2ccccc2)cc1,0.6,-11,2,0,0,2,8,0,-3,-10

# Ordered by the number under PRMT1 inh (largest number first): some entries from above
structure,KLK7 zymogen act,SIAE primary,LEDGF integ inh,UHRF1 binding,TCR CD3 inh,MBD2 DNA inh,TDP2 absorb,PRMT1 inh,DDE Tn7 FP inh,DDE Tn6 FP inh
Cc1cc(NC(=O)c2cccs2)ncc1NC(=O)C(C)(C)C,-0.4,-6,-1,3,-7,-3,-7,7,-1,1
NC(=O)c1ccsc1NC(=O)CCc1ccccc1,-0.2,0,-2,0,-3,2,11,1,-4,-4
COc1ccc(N(CC(=O)N/N=C/c2ccccc2OC)S(=O)(=O)c2ccccc2)cc1,0.6,-11,2,0,0,2,8,0,-3,-10
CCOC(=O)C1=NNC(C(=O)OCC)C1C(=O)OCC (stereo not drawn),0.5,0,0,0,-4,4,5,-3,0,3

# Quoted from the listing.
# Under KLK7 zymogen act, `CCCCN(C(=O)c1ccc(-c2ccc([N+](=O)[O-])cc2)o1)c1c(N)n(CCCC)c(=O)[nH]c1=O` is entered as -0.3
# Under LEDGF integ inh, `Cc1cc(NC(=O)c2cccs2)ncc1NC(=O)C(C)(C)C` is entered as -1
# Under TDP2 absorb, `NC(=O)c1ccsc1NC(=O)CCc1ccccc1` is entered as 11
# Under KLK7 zymogen act, `O=C(c1ccc2ccccc2n1)N1CCN(S(=O)(=O)c2ccc(Cl)cc2)CC1` is entered as 1.0
# Under LEDGF integ inh, `COc1ccc(N(CC(=O)N/N=C/c2ccccc2OC)S(=O)(=O)c2ccccc2)cc1` is entered as 2
